# Screens deposited in PubChem BioAssay by several laboratories.
# mABHD4 FP – inhibitors of mouse ABHD4 | purified mABHD4, FP-Rh probe fluorescence polarization | inhibition, % at 8.92 µM | 370,000 compounds, 0.54% hits;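 active = inhibition exceeding the mean over every tested compound plus 3 SD, cut at about 30% in these data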;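 note: 0% = plate median of compound wells and 100% = S159A mutant with DMSO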
#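 Test system: mABHD4 protein; Read-out basis: % inhibition; Incubation: 45 min + 60 min at 25 °C; Repeats: single replicate; Technique: fluorescence polarization with parallel and perpendicular emission, 525/598 nm; Compound: 8.92 µM, single dose; Benchmarks: full inhibition S159A mutant plus DMSO, zero as sample-well median.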
# LEDGF integ inh – blocks HIV-1 LEDGF/p75-dependent DNA integration; TR-FRET IN-LEDGF/p75 DNA integration, Eu/Cy5; inhibition, % at 3.7 µM; 370,000 compounds, 0.64% hits;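 active = inhibition above the screen-wide mean plus 3 SD, cut at about 13% in these data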;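 note: signal is the Cy5 over europium emission ratio at 671 and 618 nm; 0% = plate median of compound wells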
# NPR2 activator – GC-B (human) receptor activation | P20594 | HEK293-GC-B cells, CNP EC30, cGMP TR-FRET; 0% at EC30 CNP, 100% saturating CNP | activation, % at 10 µM | 370,000 compounds, 0.11% hits | AID 1920062;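 active = activation at 10 µM reaching about 35% in either raw or pattern-adjusted values, limit read from the data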
# HTRA1 inhibitor – blocks human HTRA1 serine peptidase. AID 504803. 340,000 compounds, 0.5% hits. inhibition, % at 5.96 µM. recombinant HTRA1, FP-rhodamine activity-based probe, fluorescence polarization. Q92743; in the data active = inhibition above about 36%;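 note: 0% = enzyme with DMSO and 100% = wells lacking enzyme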
# Target sequence (Q92743 whole entry, looked up): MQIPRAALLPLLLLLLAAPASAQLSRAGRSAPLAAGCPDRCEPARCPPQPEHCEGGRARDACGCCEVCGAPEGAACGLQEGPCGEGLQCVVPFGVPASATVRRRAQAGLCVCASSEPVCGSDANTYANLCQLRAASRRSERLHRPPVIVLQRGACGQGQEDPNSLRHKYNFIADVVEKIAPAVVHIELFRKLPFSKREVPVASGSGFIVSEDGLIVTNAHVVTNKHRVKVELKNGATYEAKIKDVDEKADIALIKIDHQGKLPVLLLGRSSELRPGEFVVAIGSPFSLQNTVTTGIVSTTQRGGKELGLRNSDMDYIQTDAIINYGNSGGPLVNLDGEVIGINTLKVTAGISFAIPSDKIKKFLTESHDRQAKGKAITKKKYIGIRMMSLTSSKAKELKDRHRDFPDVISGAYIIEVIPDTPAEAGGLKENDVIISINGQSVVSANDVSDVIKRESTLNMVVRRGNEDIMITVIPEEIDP
# MBD2 inh – MBD2-methylated oligo binding inhibition; Q9UBB5; TR-FRET, MBD2 binding to methylated oligonucleotide; inhibition, % at 4.4 µM; 370,000 compounds, 0.31% hits; AID 686964; in the data active = inhibition above about 13%
# PRMT1 inh – blocks human protein arginine methyltransferase 1; Q99873; recombinant PRMT1, activity-based probe fluorescence polarization; inhibition, % at 2.79 µM; 370,000 compounds, 1.3% hits;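 active = inhibition above about 21% made by adding two undisclosed values, limit read from the data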
# Target sequence (Q99873 whole entry, looked up): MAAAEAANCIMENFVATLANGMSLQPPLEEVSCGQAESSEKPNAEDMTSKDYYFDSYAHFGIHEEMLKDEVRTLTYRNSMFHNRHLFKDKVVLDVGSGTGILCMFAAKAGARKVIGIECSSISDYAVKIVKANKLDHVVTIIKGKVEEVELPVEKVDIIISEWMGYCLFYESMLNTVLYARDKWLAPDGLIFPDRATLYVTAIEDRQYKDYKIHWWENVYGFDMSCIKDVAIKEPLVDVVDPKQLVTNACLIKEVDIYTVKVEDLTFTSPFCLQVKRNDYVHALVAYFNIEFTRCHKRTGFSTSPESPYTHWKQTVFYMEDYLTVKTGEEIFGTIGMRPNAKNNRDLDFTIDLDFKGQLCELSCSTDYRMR
# TCR CD3 inh – human TCR-CD3 binding inhibition; TAMRA-labeled TCR probe fluorescence, biochemical; inhibition, % at 9.4 µM; 360,000 compounds, 0.37% hits; in the data active = inhibition above about 19%;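 note: recombinant mutant TCR 2C K166C tagged with TAMRA read by polarization; 0% = receptor in buffer alone and 100% = receptor with positive control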
# rCAG RNA binder – r(CAG) repeat RNA binding. 370,000 compounds, 1.3% hits. TO-PRO-1 dye displacement fluorescence. inhibition, % at 3 µM;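 active = inhibition above the plate cutoff, the mean of all test compounds on that plate plus 3 SD, cut at about 35% in these data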;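 note: 0% = DMSO alone and 100% = 100 µM mitoxantrone as full dye displacement; higher means more dye released from RNA so lower well fluorescence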
# SIAE primary – inhibitors of human sialic acid acetylesterase SIAE | inhibition, % at 9.66 µM | 370,000 compounds, 0.69% hits | SIAE FP-Rh probe binding, fluorescence polarization | Q9HAT2;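 active = inhibition above a cutoff: mean of compounds within the control limits plus 3 SD of those, cut at about 17% in these data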;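 note: 0% = plate median of compound wells and 100% = probe without SIAE protein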
# TDP2 inh – TDP2 (human) inhibition, absorbance primary screen; recombinant TDP2, T5PNP hydrolysis, p-nitrophenol absorbance 415 nm; inhibition, % at 12.8 µM; 370,000 compounds, 0.34% hits; AID 720702;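 active = inhibition above the mean of all tested compounds plus 3 SD, set per campaign, cut at about 25% in these data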;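 note: 0% = DMSO with enzyme and 100% = buffer with substrate but no TDP2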
#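 Test system: Human TDP2 enzyme | Reagent: 5 mM T5PNP | Compound dosing: 12.8 µM single point, 1% DMSO | Incubation: Enzyme reaction with compound for 2 h at 37 °C | Technique: p-Nitrophenol epi absorbance | Read-out: % inhibition relative to enzyme-containing and enzyme-free wells | Benchmarks: High control without enzyme, low control DMSO plus TDP2 | Replicates: Singlicate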
# Starred values were filed as active, the others as inactive; . = no result given. Not all compounds are listed; the hit share may differ from the screen's.
SMILES,TCR CD3 inh,LEDGF integ inh,PRMT1 inh,SIAE primary,NPR2 activator,HTRA1 inhibitor,mABHD4 FP,TDP2 inh,rCAG RNA binder,MBD2 inh
Cc1ccc(N(CC(=O)NCc2ccc3c(c2)OCO3)S(C)(=O)=O)cc1,7.6,-0.4,1.4,1.4,3.7,8.2,1.0,3.4,-4.1,0.4
Cc1cc(OC(C)C(=O)NCC2CCCO2)cc(C)c1Cl (stereo unspecified),4.9,-0.3,0.4,6.7,2.7,1.3,0.8,0.5,-6.5,2.7
O=S(=O)(c1ccc(Cl)cc1)N1CCN(c2nc(-c3cccs3)nc3ccccc23)CC1,4.4,4.5,1.2,6.0,-5.3,-4.6,-2.7,7.7,1.8,3.8
O=C(N[C@@H](c1ccccc1)[C@H](O)c1ccccc1)[C@@H]1CCCN1C(=O)OCc1ccccc1,-5.9,3.9,0.3,-0.8,0.4,2.7,-0.9,-1.5,2.3,4.0
COc1ccccc1NS(=O)(=O)c1cc(NC(=O)c2ccc(=O)[nH]c2)ccc1N1CCOCC1,4.8,2.0,-1.8,-11.0,-2.4,-14.3,-2.6,-6.9,15.9,0.7
CCOc1ccc(NC(=O)Nc2ccc(NC(C)=O)cc2)cc1,-0.4,-1.6,1.8,-0.9,-3.5,2.5,6.1,0.4,1.9,6.0
CCCCN(C)C1CCN(C(=S)Nc2cccc(OC)c2)CC1,-0.4,-3.1,-3.9,1.4,5.5,-2.7,-2.9,-6.6,-2.1,-6.1
O=C(Nc1ccccc1)Nc1nc2ncccn2c1-c1ccc(C(F)(F)F)cc1,.,-1.8,2.9,-5.1,3.0,.,19.0,-2.6,4.4,2.5
Cc1ccc(Oc2c(F)c(F)nc(N3CCCC3)c2F)cc1,0.6,0.3,1.5,-3.3,3.6,3.0,-0.2,5.1,1.1,-1.1
COc1ccc(C2/C=C\CC(OCc3ccccc3)CC(=O)N2Cc2cccc(F)c2)cc1 (stereo unspecified),5.7,2.7,2.7,0.4,-7.7,-33.8,1.1,4.7,10.8,-5.6
CC(C)CN(CC(C)C)C(=O)c1ccc2c(c1)NC(=O)C(C)(C)O2,.,-3.1,2.5,2.4,-2.0,.,8.8,0.0,-2.2,-0.3
CCc1ccc(NC(=O)CSc2nc3ncc(Br)cc3[nH]2)cc1,9.6,2.4,-5.3,-6.6,-8.6,-9.7,-0.3,3.6,3.9,-6.3
O=C(O)CCCCNS(=O)(=O)/C=C/c1ccccc1,-3.6,-3.4,7.5,0.1,3.5,3.9,3.1,0.7,-0.8,1.3
CS(=O)(=O)Nc1ccccc1C(=O)O,2.0,0.1,0.2,-0.8,8.9,3.0,2.1,6.8,-0.1,-4.0
Cc1c(-c2cccc(Cl)c2)nc2ccccc2c1C(=O)OCC(=O)N(C)C1CCS(=O)(=O)C1 (stereo unspecified),-0.9,-4.0,1.1,-2.8,1.6,-18.3,0.1,3.9,-1.0,1.6
CC(=O)Nc1sc(C)c(C)c1C(=O)OCC(=O)N(CCC#N)c1cc(C)cc(C)c1,7.5,-0.2,-0.6,5.0,2.8,0.4,2.8,1.5,1.0,-9.0
COc1ccc(-c2csc(NC(=O)c3cccc(S(=O)(=O)N4CCN(C)CC4)c3)n2)cc1,-2.6,-4.8,-3.8,15.8,2.3,-17.0,-11.7,-7.0,12.5,-3.2
COc1ccc(CC(=O)OCC(=O)N2CCN(S(=O)(=O)c3ccc(C)cc3C)CC2)cc1,-3.3,-0.9,4.2,5.9,1.1,1.9,3.2,2.2,-0.3,-5.2
COc1ccc(C(=O)NCCOc2cccc(OC)c2)cc1,2.4,-0.8,-3.9,-3.6,2.0,7.4,-0.9,-4.8,-3.3,-0.4
COC(=O)[C@]1(C)N[C@H](CN(C)C(=O)Nc2ccc(Cl)cc2)[C@@H]2C(=O)N(Cc3ccccc3)C(=O)[C@@H]21,5.4,3.5,-2.1,-2.2,-0.5,2.4,-8.5,1.8,-1.1,-1.6
CCCN1CCN(C(=O)Cn2ncc3ccccc32)CC1,7.9,-0.6,-0.4,11.3,-0.5,-2.4,0.3,-0.6,7.8,-0.6
Cn1c(=O)c(Oc2ccc(F)cc2)c(O)c2ccccc21,2.5,3.0,-1.1,10.2,1.2,7.2,1.6,-2.3,0.5,-2.4
CC1CN(CC(=O)NN=C(c2ccccc2)c2ccccc2)CC(C)O1 (stereo unspecified),6.9,3.5,-4.1,-7.7,0.3,2.4,-5.6,-10.5,-7.4,-4.4
CC(O)(CS(=O)(=O)Cc1ccccc1)C(=O)Nc1ccc(C(F)(F)F)cc1 (stereo unspecified),0.4,-1.4,-0.3,-3.2,-2.8,-5.9,0.7,6.5,1.1,1.6
CC(C)NC(=O)CSCc1c(F)cccc1Cl,0.7,-0.8,-1.7,-9.2,2.8,-2.9,-2.4,6.4,1.2,1.0

# Next section
SMILES,TCR CD3 inh,LEDGF integ inh,PRMT1 inh,SIAE primary,NPR2 activator,HTRA1 inhibitor,mABHD4 FP,TDP2 inh,rCAG RNA binder,MBD2 inh
CC(C)NC(=O)c1ccccc1-c1ccccc1,6.2,-4.4,-2.0,4.3,0.9,4.1,-0.2,1.7,-1.1,0.0
O=C(COC(=O)/C=C/c1ccc(F)cc1)NC1CC1,6.6,3.9,-3.9,4.0,0.1,0.0,5.3,1.9,1.4,-2.6
COC(=O)CN(c1cccc(C)c1)S(=O)(=O)c1ccccc1,5.9,2.2,2.5,9.5,-0.9,-1.4,-0.6,6.6,-3.4,-2.5
CN1CCN(c2ccccc2NC(=O)c2ccc(-c3ccc(Cl)cc3Cl)o2)CC1,-1.2,-0.2,-0.6,1.4,-20.3,-46.3,10.3,-1.4,4.2,-1.5
O=C1CCC([N+](=O)[O-])C(c2ccccc2C(F)(F)F)N1 (stereo unspecified),2.6,0.4,-5.8,-4.0,0.7,-0.3,-5.4,-24.4,2.9,-7.1
Clc1ccccc1-c1nnc(-c2ccccc2Cl)o1,-3.0,-1.2,-3.2,6.9,-1.5,-14.6,-6.3,6.6,-2.8,2.3
Cc1ccc(NC(=O)COc2ccc(Br)cn2)cc1,8.3,0.1,-3.7,4.8,4.2,3.4,3.8,4.8,0.1,2.4
Cc1ccc(S(=O)(=O)/N=S(\C)C(C)C)cc1 (stereo unspecified),5.5,-0.5,-0.3,0.0,4.8,0.2,-2.1,3.0,0.4,-7.0
COC(=O)C1CCN(C(=O)COc2ccc(S(=O)(=O)N3CCOCC3)cc2Cl)CC1,1.1,1.2,0.6,4.3,-0.6,0.1,3.0,-5.3,1.7,0.9
CCOc1ccc(/C=N/Nc2ccc(Cl)nn2)c(O)c1,0.5,1.2,1.1,8.8,7.8,10.5,-1.9,13.1,4.0,-3.8
COC(=O)CCCCCCCCCC[N+]1(C)CCCCC1,-0.9,3.1,-2.2,-2.9,-3.5,4.0,-8.4,-6.7,1.9,-1.5
CCn1c(COc2ccccc2)nc2ccccc21,14.1,-0.7,0.6,-5.9,-1.3,-5.2,-2.4,11.0,-3.5,-0.1
O=C(c1cc(Cl)nc2ccccc12)N1CCN(S(=O)(=O)c2ccccc2[N+](=O)[O-])CC1,6.0,2.0,-3.9,15.9,-4.0,2.0,-7.7,7.5,2.3,0.5
O=C(CN1CCCC1)NCc1ccccc1,2.8,-2.4,-4.8,-7.4,-0.3,-1.2,2.5,8.3,0.0,0.7
COc1cc(/C=N/O)ccc1Oc1cnccn1,7.4,-0.1,1.5,8.6,-4.5,5.5,-3.3,0.2,0.4,-5.5
CN(C)c1oc(-c2ccccc2Cl)nc1P(=O)(c1ccccc1)c1ccccc1,6.0,0.4,-1.0,6.8,-29.8,-11.5,3.3,-10.8,-7.1,1.9
Cc1cc(C)c(Cn2c(=O)n(CCCC(=O)NCc3ccco3)c(=O)c3sccc32)c(C)c1,11.7,0.2,-1.1,-22.2,-2.8,-6.2,10.9,1.6,0.7,3.2
O=C1OC(c2ccccc2)C2(CCCC2)C(=O)C12CCCC2 (stereo unspecified),1.0,0.3,-1.2,2.8,-4.0,-0.5,1.9,-2.5,-3.1,-3.8
CC(NC(=O)c1ccc([N+](=O)[O-])cc1Cl)C1CC2CCC1C2 (stereo unspecified),-8.0,2.0,-4.2,-8.5,3.7,-5.6,-7.6,-29.9,1.8,-3.6
Cc1c(NC(=O)Nc2ccc(Cl)c(Cl)c2)c(=O)n(-c2ccccc2)n1C,1.9,-0.4,-0.7,-14.6,0.8,-13.4,-9.6,5.5,0.0,-1.1
Cc1coc2cc3oc(=O)c(CCC(=O)NCCCN4CCOCC4)c(C)c3cc12,1.1,-2.7,2.4,3.9,1.8,-2.4,3.6,0.7,-1.8,-0.4
COc1ccccc1CNC(=O)COc1ccccc1C,-6.3,4.1,-2.3,5.6,-0.6,-3.3,-2.6,-14.1,-5.7,0.6
Ic1ccc(N2CCN(Cc3c[nH]c4ncccc34)CC2)cc1,4.3,-3.5,2.4,-5.0,-3.3,3.0,-1.9,-1.4,2.4,3.0
CCOc1cc(S(=O)(=O)NCc2cccs2)ccc1Cl,6.5,1.6,-0.3,0.9,5.2,-11.7,-10.4,-3.9,1.6,-6.2
COc1ccc(Cl)cc1NC(=O)COC(=O)Cc1cc(OC)c(OC)c(OC)c1,1.7,-0.8,1.6,1.2,-3.5,0.1,2.7,-1.6,1.6,-6.8

# Additional structures follow.
SMILES,TCR CD3 inh,LEDGF integ inh,PRMT1 inh,SIAE primary,NPR2 activator,HTRA1 inhibitor,mABHD4 FP,TDP2 inh,rCAG RNA binder,MBD2 inh
O=C(NCc1ccco1)C(Cc1ccccc1)N1C(=O)c2ccccc2C1=O (stereo unspecified),1.8,-0.1,3.1,-3.8,3.8,-7.6,-4.2,2.0,1.3,2.4
CCN(CC)C(=O)[C@H]1CC(CC(=O)NCCCN(C)C)C(=O)N2CCc3c([nH]c4ccc(OC)cc34)[C@]12C (stereo partly specified),-4.2,0.6,3.1,0.3,-3.7,2.4,2.1,-8.2,0.8,-0.7
COc1nc(-c2ccccc2Cl)ccc1C#N,3.3,-2.4,-0.8,-1.3,-7.2,-7.1,-8.4,8.9,-0.6,0.1
Cc1ccc(C(=O)OCC(=O)NC2CCCCC2)cc1S(=O)(=O)N1CCCCC1,0.8,4.1,0.3,-2.1,3.4,-2.8,6.2,-4.0,2.7,-5.6
On1nnc2c3ccccc3c3ccccc3c21,3.4,0.7,-1.8,-3.6,-3.6,-0.1,7.8,-2.2,3.2,6.8
O=C(Nc1ccc(-c2nc3ccccc3s2)c(OC(=O)c2ccccc2)c1)c1ccccc1,-7.8,3.1,1.1,3.1,1.3,4.8,-9.4,-0.9,-0.6,5.2
CC(=O)Nc1ccc(-c2csc(NC(=O)c3ccc(C)o3)n2)cc1,-0.1,-1.2,1.5,-17.2,6.3,-6.1,-2.0,9.6,8.9,-0.5
